FUS yeast rescue – FUS proteinopathy suppression in yeast | S. cerevisiae FUS-expressing, growth rescue, OD600, 24 h | Potency, µM (doses to about 76.6 µM), inactives show at the highest dose growth rescue (activation), actives largely listed as activators | 0.24% of 390,000 active | AID 1347120;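 also: potency is read from the fitted curve at half-maximal effect; plate controls were DMSO vehicle for no effect and reference control for full effect; nearly all actives have a fitted effect of over 55% in size; some results filed as inactive show a strong effect at the top dose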
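Galactose (2%) drives FUS expression in yeast precultured in raffinose; seeding density OD 0.005. Test compounds incubated 24hr at 30C and 99% humidity before absorbance at 600 nm was measured.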
EPAC2 antagonist – blocks human EPAC2 exchange factor | EPAC2 GEF exchange of Rap1B-BODIPY-GDP, fluorescence | Potency, µM (highest dose often 114 µM), without a hit: at the top dose activity, negative = inhibition, actives largely listed as inhibitors | 0.18% of 360,000 active | AID 720708; also: potency is read from the fitted curve at half-maximal effect; % is scaled to controls: 0 for no effect and ±100 for the full control effect; nearly all actives have a fitted effect of over 45% in size; many of its hits are not listed in these tables
aSyn yeast inh – alpha-synuclein toxicity inhibition in yeast; Yeast expressing alpha-synuclein, growth rescue, BacTiter-Glo, 24 h; AID 652106; 0.14% of 370,000 active; Potency, µM (highest dose often 46.1 µM), inactives show at the highest dose growth rescue (activation), actives largely listed as activators; also: potency is read from the fitted curve at half-maximal effect; % of control where 0% means no effect; nearly all actives have a fitted effect of over 65% in size
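Galactose-induced alpha-syn yeast (OD600=0.02, raffinose-pregrown) + pinned cpd, 24 hr, 30 deg C; growth by BacTiter-Glo luminescence. Growth restoration scores as activation.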
TDP-43 yeast inh – inhibitors of TDP-43 toxicity in yeast; TDP-43 expressing yeast growth rescue, BacTiter-Glo, 24 h; Potency, µM (titrated, usually from 46.1 µM), for the others: top-dose growth rescue (activation), actives largely listed as activators; 1.8% of 410,000 active; AID 652104; also: potency is read from the fitted curve at half-maximal effect; % of control where 0% means no effect; nearly all actives have a fitted effect of over 50% in size
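Luminescence from BacTiter-Glo reports growth of TDP-43-expressing yeast after 24 hr at 30 deg C with compound. Cells were raffinose-pregrown to mid-log, then seeded in galactose medium at OD600=0.02.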
Abeta rescue – compounds reversing amyloid beta toxicity in yeast. AID 1347071. yeast expressing A-beta42, growth rescue, OD600, 48 h; response scale: 0% DMSO, 100% iron-clioquinol control. 0.063% of 410,000 active. Potency, µM (titrated, usually from 46.1 µM), for inactives: at the highest dose growth rescue, hits mostly activators; also: potency is read from the fitted curve at half-maximal effect; nearly all actives have a fitted effect of over 55% in size
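Yeast A-beta toxicity model in growth medium with pinned compounds, 48 h at 30 C; growth read as absorbance at 600 nm. Normalized to FeCl3/clioquinol equimolar mix (positive) and DMSO (negative).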
DRD3 antagonist – antagonists of human D3 dopamine receptor | P35462 | max response, negative = inhibition, % | D3R cells, DiscoveRx beta-arrestin luminescence, antagonist mode; active compounds read low | 2.5% of 360,000 active; in the data active = max response below about -50%; inconclusive = no clear call, values can overlap the other calls; also: % is scaled to controls: 0 for no effect and ±100 for the full control effect; mostly tested at two doses, the higher about 12 µM
Target sequence (P35462 whole entry, looked up): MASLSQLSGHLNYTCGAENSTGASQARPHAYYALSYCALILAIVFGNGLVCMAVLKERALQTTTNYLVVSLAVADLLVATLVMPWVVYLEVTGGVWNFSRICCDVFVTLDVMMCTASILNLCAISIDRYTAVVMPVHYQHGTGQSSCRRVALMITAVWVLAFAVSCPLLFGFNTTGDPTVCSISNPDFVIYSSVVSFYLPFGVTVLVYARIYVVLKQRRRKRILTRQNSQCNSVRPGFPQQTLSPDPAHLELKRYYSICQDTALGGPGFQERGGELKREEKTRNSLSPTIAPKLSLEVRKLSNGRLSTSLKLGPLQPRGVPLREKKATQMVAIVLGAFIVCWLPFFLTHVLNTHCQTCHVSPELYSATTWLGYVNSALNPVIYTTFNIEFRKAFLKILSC
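Cells expressing the human receptor were seeded at 1500 cells/well, incubated overnight at 37 degrees C in 5% CO2, then exposed to library compounds with dopamine controls for 90 minutes at 37 degrees C before luminescent detection.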
EPAC2 agonist – EPAC2 (human) agonism | EPAC2 activation, biochemical qHTS; response scale: 100% = 6.5 mM cAMP response | 0.079% of 360,000 active | Potency, µM (series often up to 154 µM), for inactives: top-dose activation, actives largely listed as activators | AID 720711 | Q8WZA2; also: potency is read from the fitted curve at half-maximal effect; nearly all actives have a fitted effect of over 50% in size
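EPAC2 (100 nM) mixed with Rap1B loaded with BODIPY-GDP (250 nM) plus 50 uM unlabeled GDP; compounds pinned in, 5 min RT, then read every 5 min for 30 min (ex 480, em 540 nm). Normalized to cAMP control.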
D3 ag – activates the human D3 dopamine receptor | P35462 | D3R DiscoveRx beta-arrestin cells, luminescence, 90 min | max activation, % | 0.58% of 410,000 active | AID 652048; in the data active = max activation above about 30%; also: 0% is about no effect; mostly tested at two doses, the higher about 12 µM
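Agonist-mode cell screen: cells plated at 1500/well and incubated overnight at 37 °C, then exposed to library compounds for 90 min at 37 °C. Detection reagent was added for 30–60 min at room temperature, and luminescence was read.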
* = called active by the depositor; ? = inconclusive; nt = not tested or not shown; ! = a repeat was not active; [ ] = dose if it differs, or a comment. Unless noted, calls follow the shape of the dose curve; as a rule, active = well fitted curve in the direction sought with a large enough effect; inconclusive = small, poorly fitted or top-dose-only effect, or another doubt; inactive = no such curve, though single readings can be large; an effect the other way counts as inactive or inconclusive. Not all compounds are listed, so the mix of outcomes need not match the whole.

#	smiles	FUS yeast rescue	EPAC2 antagonist	aSyn yeast inh	TDP-43 yeast inh	Abeta rescue	DRD3 antagonist	EPAC2 agonist	D3 ag
1	COc1cc2c(cc1OC)[C@@H](NC(=O)CCc1ccccc1)[C@H](O)C2	-25%	3%	-3%	-5%	-4%	0	4%	8
2	O=C(NC1CCCCCC1)c1ccc(CS(=O)(=O)Cc2ccccc2F)o1	4%	1%	3%	1%	3%	12	2%	22
3	O=C1c2ccccc2C(=O)C1c1ccc(Br)cc1	18%	-15%	-1%	-1%	4%	-4	15%	88*!
4	Cc1cc(C)cc(NC(=O)N2CCC(NC(=O)c3ccco3)CC2)c1	3%	4%	-9%	-5%	3%	-5	8%	-1
5	Cc1ccccc1NC(=O)Cc1nc(COC(=O)c2cc([N+](=O)[O-])ccc2NCCO)cs1	?	-6%	-2%	-12%	-7%	-12	5%	-2
6	N#CC1=C(N)NC(SCc2ccc(Cl)cc2)=C(C#N)C12CCCCC2	18%	-13%	-14%	9%	-5%	0	20%	1
7	Cc1cc(C)cc(-n2ccnc(NCc3ccc(F)cc3)c2=O)c1	24%	nt	nt	?	-10%	nt	nt	-19
8	Cc1nn(Cc2ccc(F)cc2)c(C)c1NC(=O)c1cnn2c1NC(c1ccccc1)CC2C(F)(F)F (stereo unspecified)	?	-7%	1%	3%	8%	-4	-4%	10
9	CCOc1ccc(-n2nc3c(=O)[nH]nc(C)c3c2C)cc1	10%	1%	-6%	-2%	-6%	-5	2%	1
10	COc1cccc(C(=O)N2CCOCC2)c1	8%	10%	5%	-27%	-16%	8	4%	4
11	CCOc1ccc(S(=O)(=O)NCCC(=O)NCc2ccc(OC)c(OC)c2)cc1	-5%	3%	-6%	2%	2%	3	1%	0
12	Cc1ccc2nc3c(c(Nc4ccc(C)c(C)c4)c2c1)CCC3	18%	nt	nt	2%	-22%	nt	nt	-22
13	CCc1noc(C)c1C(=O)N1CCCC1	16%	-3%	3%	2%	13%	3	12%	-5
14	O=c1[nH]c(-c2ccncc2)nc2ccccc12	31%	-1%	-31%[inhibitor]	-5%	8%	-18	3%	-1
15	Cc1onc(-c2ccccc2Cl)c1C(=O)N1C=CC(C(F)(F)Cl)=NCC1	0%	-18%	2%	10%	2%	1	-7%	-2
16	O=C(CSc1nnnn1C1CCCC1)N1CCOCC1	40%	2%	-6%	-7%	-3%	8	-1%	3
17	Cc1nc2c(C(=O)NCc3ccccc3)c[nH]n2c(=O)c1Cl	19%	?	-11%	-4%	-1%	21	-3%	10
18	COc1ccc(-c2nc(-c3ccccn3)no2)cc1	8%	7%	-55%[inhibitor]	-44%[inhibitor]	-57%[inhibitor]	8	3%	3
19	CCOC(=O)c1cnc2nc(NCc3cccc(Br)c3)[nH]n2c1=O	-13%	nt	nt	10%	-17%	nt	nt	-12
20	CC(C)(C)NC(=S)N/N=C/c1c(Cl)cccc1Cl	6%	4%	-4%	6%	?	2	10%	-15
21	COc1ccc(CSc2cccc3cccnc23)cc1[N+](=O)[O-]	nt	-1%	-1%	?	12%	-20	-4%	-1
22	COc1ccc(/C=N/NC(=O)c2cc(-c3ccccc3)nc3ccccc23)c(OC)c1	3%	-6%	6%	13%	-6%	10	15%	5
23	CCc1ccc(S(=O)(=O)/N=C2\C=C(Nc3ccc(C(=O)O)cc3)C(=O)c3ccccc32)cc1	2%	-15%	-11%	-13%	8%	-68*	-6%	-30
24	CN(C)C(CNC(C(=O)Nc1ccc([N+](=O)[O-])cc1Br)c1ccccc1)c1ccccc1 (stereo unspecified)	16%	-7%	4%	-8%	4%	-7	11%	-9

2 records picked at random from the list so far, as already listed:
#	smiles	FUS yeast rescue	EPAC2 antagonist	aSyn yeast inh	TDP-43 yeast inh	Abeta rescue	DRD3 antagonist	EPAC2 agonist	D3 ag
24	CN(C)C(CNC(C(=O)Nc1ccc([N+](=O)[O-])cc1Br)c1ccccc1)c1ccccc1 (stereo unspecified)	16%	-7%	4%	-8%	4%	-7	11%	-9
23	CCc1ccc(S(=O)(=O)/N=C2\C=C(Nc3ccc(C(=O)O)cc3)C(=O)c3ccccc32)cc1	2%	-15%	-11%	-13%	8%	-68*	-6%	-30

Additional entries.
#	smiles	FUS yeast rescue	EPAC2 antagonist	aSyn yeast inh	TDP-43 yeast inh	Abeta rescue	DRD3 antagonist	EPAC2 agonist	D3 ag
25	O=C(O)CSC1CC(=O)N(c2ccc(Cl)c(Cl)c2)C1=O (stereo unspecified)	-9%	11%	-17%	-17%	11%[9.22 µM]	-8	7%	6
26	Nc1cc2nn(-c3ccccc3)nc2cc1Cl	28%	8%	8%	21%	6%	4	-4%	-10
27	Cn1nnc2cc(C(=O)N3CCSCC3)ccc21	7%	11%	-5%	2%	?	27	-8%	2
28	CCCCCn1c(=O)[nH]c2cc(C(=O)NCCN3C(C)CCCC3C)ccc2c1=O (stereo unspecified)	14%	-8%	-1%	-25%	-17%	-22	5%	-27
29	O=C1CCCc2c1nc(-c1ccc([N+](=O)[O-])cc1)n2O	16%	15%	-5%	-13%	-2%	-6	-2%	-20
30	CCC(C)NC(=O)Nc1ccc(C)cc1C (stereo unspecified)	-36%	-9%	-9%	2%	2%	17	8%	-3
31	Cc1ccc(/C=N/NC(=O)CSc2nnc(-c3ccc(Cl)cc3)n2-c2ccccc2)o1	?	4%	5%	5%	27%	46	-13%	13
32	COc1ccc(CC(=O)n2[nH]c(=O)c3ccccc3c2=O)cc1OC	-4%	-5%	2%	-3%	3%	6	0%	-9
33	O=C(/C=C/NCc1cccnc1)c1ccc(Br)cc1	22%	-5%	-76%[inhibitor]	-94%[inhibitor]	-91%[inhibitor]	21	-3%	0
34	Cc1cccc(Cn2c(=O)n(CCC(=O)NCc3ccc4c(c3)OCO4)c(=O)c3sccc32)c1	4%	nt	nt	-5%	-14%	nt	nt	-2
35	CN(c1ccc(C(=O)NCC2CCCO2)cc1)S(=O)(=O)c1ccccc1 (stereo unspecified)	15%	-1%	-1%	-7%	-1%	-15	8%	0
36	COc1ccc(/C=C/C(=O)OCC(=O)Nc2ccc(C)cc2)cc1S(=O)(=O)N1CCOCC1	nt	9%	1%	11%	2%	-9	11%	1
37	Cc1ccc(NC(=O)c2nsc(Cl)c2Cl)cc1	-21%	3%	0%	11%	9%	3	2%	-3
38	Oc1ccccc1/C=N/NC(=S)NCCc1ccccc1	-5%	-1%	-1%	10%	?	-19	16%	-6
39	CC(Sc1nncs1)C(=O)Nc1ccc2c(c1)OCCO2 (stereo unspecified)	3%	2%	2%	0%	3%	4	0%	5
40	O=C(NC(Cc1ccccc1)C(=O)N1CCc2ccccc2C1)c1ccccc1 (stereo unspecified)	20%	-8%	11%	-11%	-8%	37	10%	4
41	N#Cc1ccccc1S(=O)(=O)N1CCNS(=O)(=O)c2ccccc21	-12%	-2%	1%	12%	4%	0	-2%	7
42	Cc1ccc(S(=O)(=O)N2CCC(C(=O)N3CCN(c4ccccn4)CC3)CC2)cc1C	6%	-10%	-1%	0%	-3%	25	0%	3
43	COC(=O)c1c(C)nn(-c2ccc(F)c(Cl)c2)c1-c1cc(C)on1	1%	-14%	-2%	-6%[1.82 µM]	-1%	14	6%	4
44	CCc1c(C)nc(N2CCN(c3ccc(F)cc3)CC2)[nH]c1=O	-16%	0%	0%	25%	-3%	3	7%	7
45	CCOC(=O)c1ccc(NC(=O)CSc2nnc(C3CC3)n2C)cc1	21%	12%	-2%	-10%	-12%	0	-5%	1
46	CN(C)c1nc(SCC(=O)Nc2ccccc2)nc(N2CCOCC2)n1	1%	-11%	12%	16%	6%	-2	-3%	1
47	COC(=O)CC1C(=O)NCCN1C(=S)Nc1cc(C)cc(C)c1 (stereo unspecified)	nt	19%	-1%	17%	9%	4	2%	2
48	c1coc(C2Nc3ccccc3-c3nc4ccccc4n32)c1 (stereo unspecified)	21%	-2%	-23%	-1%	-15%	6	8%	7
49	CCOC(=O)c1ccc(NCc2ccc(N(C)C)cc2)cc1	24%	-1%[57.1 µM]	-1%	-1%	-1%	?	2%	2
50	Cc1c[n+](CC(=O)c2ccccc2)c(C)cn1	5%	0%	4%	8%	19%	14	0%	4
51	Cc1coc2c(C)c3oc(=O)c(CCC(=O)NCCc4ccccc4F)c(C)c3cc12	3%	nt	nt	10%	-13%	nt	nt	-7
52	Cc1cc(C(=O)C(=O)N(C)C)c(C)n1-c1ccc(Cl)c(Cl)c1	-7%	-13%	1%	?	11%	18	4%	7
53	CC(=O)NC(CCS(C)(=O)=O)C(=O)Nc1cc(C)on1 (stereo unspecified)	-15%	16%	-1%	-14%	-9%	-9	6%	-4
54	O=C(NCCC1CCCCN1S(=O)(=O)c1ccccc1)C(=O)NCc1ccco1 (stereo unspecified)	34%	-2%	-14%	-36%[inhibitor]	14%	0	3%	-9
55	Cc1[nH]c2ccccc2c1CCNC(=O)c1ccc2nccnc2c1	11%	-1%	4%	14%	3%	17	7%	1
56	Cc1ccc(NS(=O)(=O)c2ccc3nc(-c4ccccc4)[nH]c3c2)c(Cl)c1	-28%	nt	nt	16%	1%	nt	nt	8
57	CCC(=O)N1c2ccc(C)cc2C2=NNC(=S)NC21O (stereo unspecified)	10%	14%	2%	27%	-3%	20	-3%	4
58	COc1ccc(N(CC(=O)NCc2cccc(OC)c2)S(=O)(=O)c2c(C)noc2C)cc1	nt	-2%	-1%	15%	-38%[inhibitor]	8	-4%	1
59	CCOC(=O)Cc1cc(=O)n2[nH]c(C)c(C#N)c2n1	-6%	-1%	0%	-7%	4%	8	11%	-3
60	CCSc1ncc(/C=N/Nc2ccc(F)cc2)n1C	-1%	-4%	16%	0%	-7%	-15	-24%	-4
61	COCCn1c(-c2cccs2)csc1=Nc1cccnc1	28%	-12%	0%	-2%[9.22 µM]	8%	10	1%	-2
62	Cc1ccc(NC(=O)c2ocnc2C)cc1Cl	16%	-3%	-3%	13%	0%	9	10%	-7

Source: PubChem BioAssay
